Screening data: PubChem BioAssay, several laboratories
BoNT F protease: BoNT F light chain protease inhibition; inhibition, % at 10 µM; Multiplex microsphere protease cleavage assay, flow cytometry; hit rate 0.22% among 360,000; in the data active = inhibition above about 35%, passing the limit was not always enough; inconclusive = no clear call, values can overlap the other calls; note: plate controls were buffer without enzyme for full effect and enzyme alone for no effect
GDH-TPI inh: inhibits GDH-TPI coupling enzymes, artifact for Mtb FBA screen | GDH-TPI coupled enzyme counterscreen, NADH absorbance | inhibition, % at 4.8 µM | hit rate 1.2% among 360,000 | AID 588335;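 note: 0% = DMSO wells and 100% = wells lacking the enzyme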
CCHFV vOTU inh: CCHFV vOTU protease inhibition | hit rate 0.55% among 370,000 | inhibition, % at 11.5 µM | Pep-AMC fluorescence; note: 0% = vehicle wells with enzyme and 100% = no enzyme wells
MazEF act: activators of E. coli MazEF toxin-antitoxin RNase; FAM/BHQ RNA-DNA oligo cleavage fluorescence, 5 h; activation, % at 20 µM; hit rate 0.32% among 350,000; in the data active = activation above about 50%
Target sequence (P0AE70 whole entry, looked up): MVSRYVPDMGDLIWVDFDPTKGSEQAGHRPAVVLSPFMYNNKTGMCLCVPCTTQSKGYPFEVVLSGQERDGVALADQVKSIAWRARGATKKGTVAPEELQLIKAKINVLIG
DUSP3 inh: inhibitors of human VHR1 phosphatase (DUSP3). P51452. recombinant VHR phosphatase, pNPP absorbance. inhibition, % at 13.3 µM. hit rate 0.52% among 290,000. AID 1654; in the data active = inhibition above about 50%; note: some compounds called inactive have numbers as strong as hits
Target sequence (P51452 whole entry, looked up): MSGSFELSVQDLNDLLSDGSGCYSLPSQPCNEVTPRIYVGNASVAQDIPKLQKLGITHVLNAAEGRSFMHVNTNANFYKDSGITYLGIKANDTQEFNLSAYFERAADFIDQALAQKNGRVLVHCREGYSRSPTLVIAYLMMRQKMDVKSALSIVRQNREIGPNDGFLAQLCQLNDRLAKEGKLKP
Rv3671c inh: inhibits the M. tuberculosis serine protease Rv3671c. inhibition, % at 5.96 µM. P9WHR9. hit rate 0.048% among 320,000. AID 2606; in the data active = inhibition above about 38%;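 note: extracellular domain of Rv3671c used as enzyme; 0% = enzyme with DMSO and 100% = no enzyme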
UGM FP inh: Mtb UDP-galactopyranose mutase inhibition; hit rate 0.06% among 320,000; inhibition, % at 10 µM; P9WIQ1; purified UGM, fluorescence polarization probe displacement; in the data active = inhibition above about 10%, passing the limit was not always enough; inconclusive = no clear call, values can overlap the other calls
Target sequence (P9WIQ1 whole entry, looked up): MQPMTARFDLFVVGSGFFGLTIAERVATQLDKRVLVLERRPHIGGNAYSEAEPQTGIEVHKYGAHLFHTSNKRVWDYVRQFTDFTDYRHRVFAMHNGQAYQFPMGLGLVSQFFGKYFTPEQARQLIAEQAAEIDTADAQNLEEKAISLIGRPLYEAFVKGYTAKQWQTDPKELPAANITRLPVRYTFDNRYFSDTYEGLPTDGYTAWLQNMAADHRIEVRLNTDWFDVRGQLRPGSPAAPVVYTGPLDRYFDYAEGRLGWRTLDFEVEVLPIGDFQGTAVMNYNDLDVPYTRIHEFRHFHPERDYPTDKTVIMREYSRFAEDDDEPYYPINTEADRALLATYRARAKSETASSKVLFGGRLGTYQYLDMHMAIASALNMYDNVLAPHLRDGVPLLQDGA
FBA Mtb inh: inhibits M. tuberculosis FBA enzyme. P9WQA3. purified M. tuberculosis FBA, fluorescence read-out. inhibition, % at 1 µM. hit rate 2.3% among 360,000; in the data active = inhibition above about 27%;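 note: 0% = vehicle and 100% = reference inhibitor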
Target sequence (P9WQA3 whole entry, looked up): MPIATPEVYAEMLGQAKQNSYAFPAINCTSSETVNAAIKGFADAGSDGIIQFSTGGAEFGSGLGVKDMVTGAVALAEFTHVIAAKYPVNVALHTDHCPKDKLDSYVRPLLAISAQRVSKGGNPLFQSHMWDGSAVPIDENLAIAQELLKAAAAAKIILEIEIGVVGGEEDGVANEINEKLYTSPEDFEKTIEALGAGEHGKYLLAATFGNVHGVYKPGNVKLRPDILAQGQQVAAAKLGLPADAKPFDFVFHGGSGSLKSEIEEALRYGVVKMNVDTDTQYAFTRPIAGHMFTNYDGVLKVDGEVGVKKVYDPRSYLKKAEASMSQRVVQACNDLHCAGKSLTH
Mtb BioA inh: inhibitors of Mycobacterium tuberculosis BioA enzyme. hit rate 0.096% among 360,000. purified M. tuberculosis BioA enzyme, plate reader. inhibition, % at 9.99 µM; in the data active = inhibition above about 40%; inconclusive = no clear call, values can overlap the other calls
FadD28 FP inh: blocks FadD28 binding to the bisubstrate probe; fluorescence polarization; inhibition, % at 12.5 µM; hit rate 0.22% among 360,000; AID 588549; in the data active = inhibition above about 8.5%, passing the limit was not always enough; inconclusive = no clear call, values can overlap the other calls
Numbers without * were called inactive; ? = inconclusive; . = no result given. Cut-off read from the data, not from the text of the source, unless noted: active = inhibition above about 30%; inactive = the rest.

SMILES	BoNT F protease	GDH-TPI inh	CCHFV vOTU inh	MazEF act	DUSP3 inh	Rv3671c inh	UGM FP inh	FBA Mtb inh	Mtb BioA inh	FadD28 FP inh
CCn1c(SCC(=O)N2CCCCC2)nc2c([nH]c3ccccc32)c1=O	-2	11	8	-4	.	.	.	2	0.1	-0.9
Cc1nnc(NC(=O)c2ccc(S(=O)(=O)N(C)c3ccccc3)cc2)s1	-6	23	-8	1	.	0	-2.8	0	-0.2	0.6
S=c1[nH]cnc2scc(-c3ccc(Br)cc3)c12	-2	10	-7	10	-2	-10	-0.5	-4	.	-1.8
CC(Sc1cccc[n+]1[O-])C(=O)Nc1ccc(Oc2ccccc2)cc1 (stereo not given)	-6	-3	15	8	5	-7	2.6	-6	6.7	-3.6
COc1c(F)c(F)c(C(=O)O)c(Nc2ccc(C)cc2C)c1F	-1	-1	3	-16	4	-4	2.9	-4	.	-1.3
Cc1ccc(-n2nc(C(=O)O)c(O)cc2=O)cc1	-3	4	1	0	-6	-1	-0.7	3	.	-2.2
CCCCNCCCCOc1ccccc1	2	11	-8	-4	6	8	-0.8	1	.	-2.0
CCCc1nc(NC(=O)c2ccccc2)nc(NC(=O)c2ccccc2)n1	16	-3	-14	6	27	12	1.8	3	-1.8	1.0
CCCCNS(=O)(=O)c1ccc2nc(-c3cccnc3)cc(C(=O)NC(C)C)c2c1	-13	5	4	8	-7	-6	3.4	-3	-0.5	-4.2
O=C(c1ccco1)N1CCN(CCCCOc2cccc3ccccc23)CC1	7	9	11	4	-8	0	-0.5	3	0.4	-4.1
CC1CCN(C(=O)C2Cc3ccccc3CN2S(=O)(=O)c2ccc(F)cc2)CC1 (stereo not given)	1	9	-3	-3	27	3	1.0	0	1.3	-3.1
Cc1cc(C)nc(NS(=O)(=O)c2ccc(NC(=O)c3ccc(S(=O)(=O)N4CCOCC4)cc3)cc2)n1	1	0	.	1	32	9	0.0	-2	.	-4.4
CSc1nnc(C)c(=O)n1COC(=O)c1ccc(S(=O)(=O)N(C)C)cc1	2	10	4	6	4	-3	-1.3	-8	.	-1.2
O=[N+]([O-])c1cc(Cl)c(O)c2ncccc12	-11	5	13	-3	2	.	.	-15	.	-0.3
C=CCn1c(C)cc(C(=O)COC(=O)c2ccc3c(c2)NC(=O)CS3)c1C	-2	9	0	5	4	-6	1.6	-3	0.8	-3.0
COC(=O)c1cnc2c(c(C)nn2C)c1OC	?	7	-4	4	-18	0	-2.6	3	-2.0	-2.3
O=C(CCCN1C(=O)c2cccc3cccc(c23)C1=O)NCc1ccco1	-2	18	3	-25	21	-4	4.4	24	.	0.4
COc1ccccc1CNC(=O)COC(=O)c1ccc(C)c(S(=O)(=O)N2CCCCC2)c1	-8	-2	9	-1	38	-1	0.4	-2	-1.7	-1.1
COc1cccc(/C=N/c2sc(Cc3ccccc3)c(C)c2C(N)=O)c1O	1	7	14	8	-4	2	0.1	10	-0.4	1.7
O=C(NCc1ccccc1Cl)[C@@H]1CCCN1S(=O)(=O)c1ccc(Cl)cc1	-4	4	7	-7	.	2	4.6	2	-0.5	-2.4
CC(=O)Nc1cc2c(cc1NC(=O)c1cnccn1)OCCO2	-7	4	6	-1	-14	-4	-1.2	-1	6.1	-1.1
COc1ccc(NS(=O)(=O)c2ccc(S(=O)(=O)N3CCCC3)cc2)cc1	4	2	-8	4	9	-5	0.4	4	-0.9	-2.5
COc1ccc(C(=O)NCC(C)(C)N2CCOCC2)cc1S(=O)(=O)NCc1ccc(Cl)cc1	0	-3	16	9	.	.	.	2	-2.3	0.1
CCc1ccccc1S(=O)(=O)Cc1ccc(C(=O)NCC2CCCO2)o1 (stereo not given)	2	10	2	-1	30	5	1.7	-1	0.1	-0.2

Some values from above.
Mtb BioA inh result of COc1ccc(C(=O)NCC(C)(C)N2CCOCC2)cc1S(=O)(=O)NCc1ccc(Cl)cc1 stands at -2.3
Rv3671c inh result of COc1c(F)c(F)c(C(=O)O)c(Nc2ccc(C)cc2C)c1F stands at -4
FadD28 FP inh result of C=CCn1c(C)cc(C(=O)COC(=O)c2ccc3c(c2)NC(=O)CS3)c1C stands at -3.0
FBA Mtb inh result of CC1CCN(C(=O)C2Cc3ccccc3CN2S(=O)(=O)c2ccc(F)cc2)CC1 (stereo not given) stands at 0
MazEF act result of COc1cccc(/C=N/c2sc(Cc3ccccc3)c(C)c2C(N)=O)c1O stands at 8

More compounds follow:
SMILES	BoNT F protease	GDH-TPI inh	CCHFV vOTU inh	MazEF act	DUSP3 inh	Rv3671c inh	UGM FP inh	FBA Mtb inh	Mtb BioA inh	FadD28 FP inh
CCNC(=O)CSC1=N/C(=C\c2ccc(O)c(OCC)c2)C(=O)N1c1ccc(OC(F)F)cc1	-1	13	6	-632	-6	-6	-11	-15	-3.7	-5.6
COc1cc(C(C)=O)ccc1OCC(=O)N1CCc2ccccc2C1	18	-4	9	-26	12	-1	-3.6	0	21	-1.2
Cc1ccc(C(O)CN2C3=NCCCN3c3ccccc32)cc1 (stereo not given)	-9	4	9	6	31	-3	3.0	3	0.2	-1.0
COCCOC(=O)c1c(C)n(C)c2ccc(OC(=O)N3CCOCC3)cc12	9	1	14	-9	5	7	-0.4	-1	-0.3	-0.1
Cn1cccc1/C=N/NC(=O)c1sc2ccccc2c1Cl	-7	9	18	7	20	7	-0.3	0	-1.6	-0.6
Cc1nc(SCC(=O)Nc2nc3ccccc3s2)c(C#N)c(C)c1C	-3	5	5	-1	2	-2	0.0	4	.	-3.0
CC(=O)Nc1cccc2cc(O)ccc12	-15	11	8	-1	.	.	.	-1	-3.1	-1.2
Cc1ccc2cc(COC(=O)c3ccncc3)c(=O)[nH]c2c1	-36	18	7	5	29	0	-3.2	3	-0.6	0.4
Cc1ccc(S(=O)(=O)N2CCN(CC(=O)N3CCCC3)CC2)c(C)c1	-2	4	8	-2	.	12	-2.8	2	0.7	-1.1
C=CC[C@@H](CC(=O)NCCO)C(=O)N[C@H](C)COC(=O)[C@@H](CC=C)Cc1ccc(F)cc1	-1	4	13	-2	.	9	0.1	4	-5.4	-1.5
CC(=O)N1CCc2cc(S(=O)(=O)C(C)CC(=O)NCc3ccco3)ccc21 (stereo not given)	6	1	16	1	.	.	.	-3	-0.3	-2.7
COC(=O)CCC(=O)Nc1nnc(C(F)(F)F)s1	3	8	1	1	-2	0	-0.7	0	-2.0	0.3
O=C(Nc1ccc(-c2ccccc2)cc1)c1ccco1	-2	5	-10	-15	26	1	1.4	1	4.6	-0.7
O=C(CSc1nnc(-c2ccco2)o1)c1ccccc1	29	4	-2	3	-6	-6	1.7	0	-0.6	-1.0
COc1ccc(C(=O)/C=C\N2CCOCC2)cc1	14	33*	-8	2	-20	6	1.4	-1	.	-0.4
Cc1ccc(NC(=O)CCc2c(C)nn(-c3ccc(N4CCCCC4)nn3)c2C)cc1F	2	16	12	0	29	4	0.3	5	-0.1	-1.0
COC(=O)C1=C(C)N(Cc2cccnc2)C(=O)/C1=C\c1sccc1C	-7	12	5	1	11	1	1.4	-2	4.1	1.1
CCNC(=O)C1CCCN(C(=O)C(c2ccccc2)c2ccccc2)CC1 (stereo not given)	-4	6	-3	.	.	.	.	2	-1.0	0.2
CC(C)N1C(=O)N(c2ccccc2)C(C)(O)CC1(C)C (stereo not given)	-4	3	-2	4	12	-1	0.4	3	.	-1.9
CC1(C(=O)O)CCC(C(=O)N2CCOCC2)C1(C)C (stereo not given)	-4	6	4	4	2	2	0.3	-12	-1.4	-3.5
O=C(Nc1ccc(OC(F)(F)F)cc1)C1CCCCN1S(=O)(=O)c1ccccc1 (stereo not given)	8	10	4	-2	.	.	.	-1	1.2	-6.2
O=C(c1coc(=O)c(Br)c1)N1CCCc2ccccc21	-6	22	-33	-7	29	0	-1.4	141*	1.9	4.6
O=C1Cc2cc(S(=O)(=O)NCc3ccccc3Cl)cc3c2N1CCC3	5	2	0	7	-9	-13	-0.7	1	-0.4	-1.8
Cc1cc(C)n2nc(C(=O)OCC(=O)N(C)C3CCCCC3)nc2n1	-2	-9	3	6	.	5	1.2	1	-0.9	-0.9

The last two records of the part before open the next one.
SMILES	BoNT F protease	GDH-TPI inh	CCHFV vOTU inh	MazEF act	DUSP3 inh	Rv3671c inh	UGM FP inh	FBA Mtb inh	Mtb BioA inh	FadD28 FP inh
O=C1Cc2cc(S(=O)(=O)NCc3ccccc3Cl)cc3c2N1CCC3	5	2	0	7	-9	-13	-0.7	1	-0.4	-1.8
Cc1cc(C)n2nc(C(=O)OCC(=O)N(C)C3CCCCC3)nc2n1	-2	-9	3	6	.	5	1.2	1	-0.9	-0.9
COC(=O)c1ccc(OCC(=O)N2CCCc3ccccc32)cc1	-5	1	11	-1	1	1	-0.5	0	2.6	-1.2
Cc1nc(NC(=O)CSc2nnc(N)s2)c(Cl)cc1Cl	-2	-5	-12	-6	23	-10	2.1	-1	-0.1	-2.6
Cc1ccc(C)c2c1cc(C)c1nnc(SCC(=O)Nc3nc4c(s3)CCCC4)n12	-3	7	15	1	5	-5	-0.3	3	-1.2	-1.3
Cc1ccc(S(=O)(=O)NCC2CCC(C(=O)N3CCN(C)CC3)CC2)cc1 (stereo not given)	0	1	-16	4	17	4	-0.3	-1	-0.2	0.2
O=C1C=C(N2CCCCCC2)C2(CCCCC2)O1	2	-4	1	2	38	2	1.2	0	.	-1.1
CS(=O)(=O)N(CC(=O)Nc1ccc(F)cc1F)c1cccc([N+](=O)[O-])c1	11	-10	-10	4	17	1	-1.5	1	-0.9	-2.7
CC(C)N(Cc1nc(-c2ccccc2)no1)C(=O)c1ccc2c(c1)OCO2	-2	0	.	-6	-4	6	-2.2	-3	.	0.2
O=c1[nH]cnc2c1ncn2-c1ccc(Cl)cc1	-5	-3	6	2	.	.	.	2	.	-3.0
Cc1cnc(C(=O)N(CCCn2ccnc2)C2C(=O)Nc3ccccc3N=C2c2ccccc2)cn1 (stereo not given)	1	.	-6	.	.	.	.	0	-2.0	-2.7
Cc1cccc(NC(=O)c2onc3c2CCCC3)c1C	10	6	18	0	-1	-7	-0.9	0	-0.2	-0.7
CCOCCCn1c(SCC(=O)Nc2oc(C)c3c(C)n[nH]c(=O)c23)nc2ccccc2c1=O	6	15	14	-5	.	.	.	4	-0.8	-0.4
Cc1n[nH]c(=S)n1/N=C/c1ccccc1OCc1ccc(Cl)cc1	-2	-4	10	10	20	4	1.7	2	0.7	-4.8
CCCCc1cc(=O)oc2c(C)c(OCC(=O)N3CCC(C(N)=O)CC3)ccc12	-5	13	-8	15	8	-1	4.1	14	-1.0	-3.7
CCOc1ncccc1C(=O)N1CCN(S(=O)(=O)c2ccc(Br)cc2Cl)CC1	0	8	8	-1	0	0	-0.7	-1	.	-0.6
CCSc1oc(-c2ccco2)nc1S(=O)(=O)c1ccc(F)cc1	-9	10	-5	2	12	-1	3.8	6	0.9	-0.6
OCCN1CCN(c2nc(-c3ccccc3)c3cc(Cl)ccc3n2)CC1	15	8	2	-7	15	2	-0.9	6	1.9	0.0
CC1(C(=O)NCc2ccncc2)Cc2c(-c3cccc(C(F)(F)F)c3)ccnc2O1 (stereo not given)	-3	4	-1	.	.	.	.	1	3.6	-2.4
CN(CCC#N)C(=O)COC(=O)c1ccc2c(=O)n3c(nc2c1)CCC3	-11	6	9	7	20	-7	0.0	5	.	0.1
CCN(CC(=O)Nc1cccc(OC)c1)c1ncnc2sc(C)c(C)c12	1	-1	9	-45	17	-3	-1.7	-3	4.4	-50
CNC(=O)CN(c1ccc(F)cc1)S(=O)(=O)c1cc(C)ccc1OC	3	-3	-7	9	-5	9	2.0	3	-1.2	-0.4
COc1cc(/C=C2\C(=N)N3N=C(S(C)(=O)=O)SC3=NC2=O)cc(OC)c1OCCOc1ccccc1C	?	7	10	-1	4	-69	1.4	0	5.5	-28
Cn1c(N)c(C(=O)COC(=O)/C=C/c2ccc(Cl)c(Cl)c2)c(=O)n(C)c1=O	0	-2	3	0	.	33	-1.6	-3	-1.8	-3.3
CCN(c1ccccc1)S(=O)(=O)c1cnc[nH]1	1	5	0	4	18	0	-0.8	7	-0.7	-2.1
Cc1cc(NC(=O)c2cccc(S(=O)(=O)N3CCOCC3)c2)no1	-4	-3	22	-1	7	-2	-1.1	-7	4.9	-0.7
